SKKanGAS inh = inhibitors of SKKanGAS S. pyogenes growth in kanamycin (SK-promoter or general growth effect) | BacTiter-Glo, 6 h | inhibition, % at 7.5 µM | 1.3% of 300,000 active;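 active means mean replicate score, as percent of positive control median, at least 50; inconclusive means mean below 50 but one replicate at or above 50; inactive means mean and every replicate below 50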;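 further: strain carries kanamycin resistance gene driven by streptokinase promoter and grows in 40 µg/ml kanamycin; loss of luminescence reflects streptokinase promoter inhibition or plain growth inhibition; 0% = median of DMSO wells and 100% = positive control at its reference dose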
KCNK9 block = blocks the human KCNK9 two-pore domain potassium channel. HEK293 KCNK9, FluxOR thallium flux fluorescence; hits give low values. B-score at 10 µM. 1.2% of 310,000 active. AID 488922;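 active means ratio B-score over 3 SD below the library mean, with starting fluorescence within 5 SD of its mean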;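 further: negative B-score means less thallium flux so channel inhibition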
Target sequence (Q9NPC2 whole entry, looked up, the tested form may be a part): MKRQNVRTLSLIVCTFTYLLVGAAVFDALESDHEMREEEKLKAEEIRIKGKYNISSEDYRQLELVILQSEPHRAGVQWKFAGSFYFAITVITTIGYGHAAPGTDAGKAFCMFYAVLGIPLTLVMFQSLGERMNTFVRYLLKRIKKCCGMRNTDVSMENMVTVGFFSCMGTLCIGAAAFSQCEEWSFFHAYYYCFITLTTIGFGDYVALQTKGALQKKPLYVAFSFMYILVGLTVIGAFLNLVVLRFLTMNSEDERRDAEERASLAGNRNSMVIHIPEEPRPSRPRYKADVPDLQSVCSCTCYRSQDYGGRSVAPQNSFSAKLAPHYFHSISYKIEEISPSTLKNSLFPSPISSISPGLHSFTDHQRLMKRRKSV
RGS4 inh = inhibitors of human RGS4. AID 463165. P49798. HEK293 M3R/RGS4 inducible, Fluo-4 calcium flux; hits give high values; triggered by carbachol at its EC20. 0.45% of 310,000 active. B-score at 10 µM;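 active means B-score, a plate-corrected calcium signal, over three deviations above library mean, with baseline fluorescence within five deviations of library mean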;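 further: RGS4 expression induced by doxycycline in cells with stable M3 receptor; B-score is computed from the integrated fluorescence ratio over baseline after carbachol; higher B-score means a larger calcium signal and so more RGS4 inhibition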
Target sequence (P49798 whole entry, looked up): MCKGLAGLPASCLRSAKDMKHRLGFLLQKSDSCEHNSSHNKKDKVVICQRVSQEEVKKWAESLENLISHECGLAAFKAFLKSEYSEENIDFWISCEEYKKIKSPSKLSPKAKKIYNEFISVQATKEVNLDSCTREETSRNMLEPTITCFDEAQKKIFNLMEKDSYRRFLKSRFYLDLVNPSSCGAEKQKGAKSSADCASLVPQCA
RGS4 act = potentiators or activators of RGS4 | HEK293 M3R/inducible RGS4, carbachol calcium flux Fluo4; hits give low values | B-score at 10 µM | AID 463111 | 0.92% of 310,000 active;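 active means B-score of the integrated calcium signal more than 4 SD below the library mean, with starting fluorescence not abnormally high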;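 further: negative B-score means reduced calcium response which marks RGS4 activation or potentiation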
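test system = HEK293 cells with stable M3R and inducible RGS4 | schedule = recording 10 s baseline at 1 Hz, 100 s post-agonist | technique = Fluo4-AM (2 µM) calcium-flux fluorescence, kinetic read | measure = Agonist-evoked peak-minus-minimum fluorescence over baseline, integrated ratio, B score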
KCNQ1 pot = potentiators or activators of human KCNQ1 potassium channel; P51787; CHO-K1 KCNQ1, thallium flux FluxOR fluorescence; hits give high values; B-score at 10 µM; 0.35% of 310,000 active; AID 2648;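 active means fluorescence ratio B-score, a plate-corrected score, at least three library SD, with initial intensity B-score within 5 SD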
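Assay system: CHO-K1 cells stably expressing KCNQ1; Medium: assay buffer with matched DMSO; Also added: K+/Tl+ depolarizing stimulus; Dosing: single dose; Timing: dye 90 min, compound 20 min, room temperature; Measured by: kinetic FluxOR thallium fluorescence, 10-s 1-Hz baseline, 110-s post-stimulus read; Read-out: peak-minus-minimum fluorescence over initial fluorescence, negative-control normalized, B-scored.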
TMEM16A inh = mouse TMEM16A channel inhibition, primary screen | Q8BHY3 | normalized B-score (activity score, 25-100; higher = stronger inhibition) at 10 µM | HEK293 TMEM16A/YFP iodide influx fluorescence, ionomycin | 1.2% of 310,000 active;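 active means ratio plate-corrected score three or more library SD toward inhibition, starting fluorescence score within five deviations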;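 further: score derived from kinetic fluorescence span divided by baseline fluorescence per well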
KCNK3 block = human KCNK3 channel inhibition, primary screen. O14649. B-score at 10 µM. 0.84% of 340,000 active. CHO-KCNK3 thallium flux, FluxOR fluorescence; hits give low values;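 active means B-score under library mean minus 4 SD, starting fluorescence ratio at most library mean plus 5 SD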;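 further: more negative B-score means stronger inhibition of thallium flux through KCNK3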
TMEM16A act = activates or potentiates the mouse TMEM16A chloride channel | Q8BHY3 | HEK293 TMEM16A/YFP-H148Q/I152L, iodide quench fluorescence; hits give low values | B-score at 10 µM | 0.3% of 340,000 active | AID 623877;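 active means fluorescence-ratio B-score plate-corrected deviation score at least 3 library SD below zero, with starting fluorescence score within 5 deviations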;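 further: channel opened by trigger with iodide after compound preincubation; score built on the fluorescence ratio of max minus min over baseline; more negative score means more quench and so TMEM16A activation or potentiation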
KCNQ1 inh = blocks the human KCNQ1 potassium channel. P51787. CHO-K1 KCNQ1, FluxOR thallium flux fluorescence; hits give high values. B-score at 10 µM. 1.3% of 310,000 active. AID 2642;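 active means compounds whose thallium flux B-score, printed positive for inhibition, exceeds three library SD while starting fluorescence stays within three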;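 further: channel opened by potassium depolarization with thallium stimulus after 20 min compound exposure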
hERG protect = hERG (human) protection from proarrhythmic block; Q12809; activation (rescue from dofetilide block), less the hit threshold, % at 10 µM; 0.51% of 310,000 active; CHO-hERG, FluxOR thallium flux, dofetilide IC70 present;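 active means activation above the mean of controls blocked by dofetilide plus 5 SD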;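 further: thallium influx through hERG after potassium depolarization seen as dye fluorescence rise; in these data hits start at about 4.7%; inactives centre near -7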
HDAC3 inhib = human HDAC3 inhibition | recombinant HDAC3, fluorogenic peptide/trypsin coupled, fluorescence | 0.15% of 320,000 active | inhibition, % at 8.3 µM | AID 2718; in the data active means inhibition above about 26%, passing the limit was not always enough; inconclusive means no clear call, values can overlap the other calls
Target sequence (O15379 whole entry, looked up): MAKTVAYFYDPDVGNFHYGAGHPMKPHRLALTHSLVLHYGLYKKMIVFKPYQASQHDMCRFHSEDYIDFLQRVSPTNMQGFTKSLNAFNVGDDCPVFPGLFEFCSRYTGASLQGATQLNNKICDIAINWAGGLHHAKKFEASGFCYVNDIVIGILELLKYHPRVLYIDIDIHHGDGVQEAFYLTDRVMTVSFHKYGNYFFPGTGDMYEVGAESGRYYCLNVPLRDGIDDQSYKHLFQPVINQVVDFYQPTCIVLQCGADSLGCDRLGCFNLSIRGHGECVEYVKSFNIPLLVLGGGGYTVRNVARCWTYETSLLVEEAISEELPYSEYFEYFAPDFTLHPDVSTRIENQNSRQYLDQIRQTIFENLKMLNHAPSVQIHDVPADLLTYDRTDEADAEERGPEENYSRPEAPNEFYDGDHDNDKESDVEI
The depositor's hits bear a star; i = inactive; ? = inconclusive; . = no result given.

SMILES	SKKanGAS inh	KCNK9 block	RGS4 inh	RGS4 act	KCNQ1 pot	TMEM16A inh	KCNK3 block	TMEM16A act	KCNQ1 inh	hERG protect	HDAC3 inhib
Cc1ccc2nc(N=C(N)N)nc(C)c2c1	-10	i	i	i	i	i	i	i	i	-2	-4
O=C(NCc1nnc2c(C(F)(F)F)cc(Cl)cn12)C1CCCC1	0	i	i	i	i	i	i	i	i	-2	6
CC[N+](C)(CC)CC(O)COCC1COc2ccccc2O1 (stereo not given)	-2	i	i	i	i	i	i	i	i	-9	6
Cc1ccc(/C=N/NC(=O)C(C)NC(=O)c2ccccc2)cc1 (stereo not given)	3	i	i	i	i	i	i	i	i	-6	-1
Cc1cc(S(=O)(=O)N2CCCc3ccccc32)ccc1-n1cnnn1	-5	i	i	i	i	i	i	i	i	-8	9
O=C1CC(c2ccc(F)cc2)CC(O)=C1C1NCCc2ccccc21 (stereo not given)	0	i	i	i	i	i	i	i	i	-8	1
COCCOCCn1c(CCCO)nc2ccccc21	-8	i	i	i	i	i	i	i	i	-8	0
CCOC(=O)c1ccc(N2N=C(C)/C(=C/C=C/c3ccco3)C2=O)cc1	3	i	i	i	i	i	i	i	i	-9	-6
COc1ccc(OCC(=O)NCCc2ccc(S(N)(=O)=O)cc2)cc1	-13	i	i	i	i	i	i	i	i	-14	-7
CC(=O)Nc1ccc(Cc2ccc3[nH]c(=O)cc(C)c3c2)cc1	-5	i	i	i	i	i	.	.	i	-4	.
CC(C)Cc1nc2oc3c(NCc4cccnc4)ncnc3c2c2c1CCC2	-3	i	i	i	i	i	i	i	i	-7	-13
CC(C)C(=O)NC(=S)Nc1sc2c(c1C(N)=O)CCCC2	14	i	i	i	i	i	i	i	i	-6	9
CCc1nc(Nc2ccc(OC)cc2OC)c2oc3ccccc3c2n1	-5	i	i	i	i	i	i	i	i	-3	-50
CC1CCN(CCCOc2ccc(Br)cc2Cl)CC1	-1	i	i	i	i	i	i	i	7*	-13	2
CC(C)CCn1c(N2CCc3ccccc3C2)nc2c1c(=O)[nH]c(=O)n2C	1	i	i	i	i	i	i	i	i	-7	4
S=c1[nH]nc(Cn2cnc3ccccc32)n1-c1ccccc1Cl	-1	i	i	i	i	i	i	i	i	-8	12
O=[N+]([O-])c1cccc(CSc2nnc3ccccn23)c1	-4	i	i	i	i	i	i	i	i	-11	7
CN(C(=O)CC1C(=O)NCCN1Cc1c(F)cccc1Cl)C1CCOCC1 (stereo not given)	-2	i	i	i	i	i	i	i	i	-3	-2
CC(NC(=O)c1cc(=O)[nH]c2ccccc12)c1ccc(F)cc1F (stereo not given)	-4	i	i	i	i	i	i	i	i	-5	3
O=C(CNS(=O)(=O)c1ccc(Br)s1)Nc1ccc2c(c1)OCCO2	1	i	i	i	i	i	i	i	i	-3	2
Cc1c(Cl)cccc1NC(=S)NC(=O)CCN1C(=O)c2ccccc2C1=O	-5	i	i	i	i	i	i	i	i	-1	6
COc1ccc(N2C(=O)CC(Cc3ccccc3OC)C2=O)cc1 (stereo not given)	-1	i	i	i	i	i	i	i	i	-7	-10
O=c1cc(Nc2cccc(Br)c2)[nH]c(=O)[nH]1	15	i	i	i	i	i	i	i	i	-11	-1
O=C1CCc2cc(S(=O)(=O)N3CCN(c4ccc(F)cc4)CC3)cc3c2N1CC3	-1	i	i	i	i	i	i	i	i	-8	-2
CCN1CCN(Cc2ccc(NC(=O)c3cc(NC(=O)c4cncc(-c5ccc(C#N)cc5)c4)cc(OC)c3)cc2C(F)(F)F)CC1	17	i	i	i	i	i	i	i	i	-11	4

Looked up by structure from the entries so far, two records:
SMILES	SKKanGAS inh	KCNK9 block	RGS4 inh	RGS4 act	KCNQ1 pot	TMEM16A inh	KCNK3 block	TMEM16A act	KCNQ1 inh	hERG protect	HDAC3 inhib
O=c1cc(Nc2cccc(Br)c2)[nH]c(=O)[nH]1	15	i	i	i	i	i	i	i	i	-11	-1
O=C(CNS(=O)(=O)c1ccc(Br)s1)Nc1ccc2c(c1)OCCO2	1	i	i	i	i	i	i	i	i	-3	2

(next part)
SMILES	SKKanGAS inh	KCNK9 block	RGS4 inh	RGS4 act	KCNQ1 pot	TMEM16A inh	KCNK3 block	TMEM16A act	KCNQ1 inh	hERG protect	HDAC3 inhib
CC1CC(C)CN(CC(O)COCc2ccccc2F)C1 (stereo not given)	-6	i	i	i	i	i	i	i	i	-6	4
O=C(CSc1nnc(C2CC2)n1Cc1ccccc1)NCc1ccccc1	-5	i	i	i	i	i	i	i	i	-6	-2
Cc1ccc(NC(=O)CN2C(=O)S/C(=C/c3ccc(-c4cc(C(=O)O)ccc4C)o3)C2=O)cc1C	85*	i	i	i	i	100*	i	i	i	-2	0
COC(=O)CCC(=O)Nc1cc(OC)c(OC)cc1Cc1nccc2cc(OC)c(OC)cc12	8	i	i	i	i	i	i	.	i	-3	1
O=C(O)c1cccc(NC(=S)N/N=C/c2ccccc2OCc2ccc(Br)cc2)c1	42	i	i	i	i	25*	i	i	i	-24	6
CN(C)c1c([N+](=O)[O-])ncn1C	1	i	i	i	i	i	i	-9.6*	i	-9	0
CCOC(=O)c1cc2sccc2n1CC(=O)N1CCN(C(=O)c2ccco2)CC1	8	i	i	i	i	i	i	i	i	-3	0
COc1ccc(-c2cc(=O)oc3cc(OC(C)C(=O)NC4CC4)ccc23)cc1 (stereo not given)	2	i	i	i	i	i	i	i	i	-10	0
CCOc1cc(N2CCOCC2)c(OCC)cc1NC(=O)c1ccc(NC(C)=O)cc1	-4	i	i	i	i	i	i	i	i	40*	2
CC(C)c1ccc(C(=O)NC2=NCCS2)cc1	-5	i	i	i	i	i	i	i	i	-8	3
CSc1sc(C(=O)O)c2c1C(=O)CCC2	2	i	i	i	i	i	i	i	i	-8	8
CSCCC(NC(N)=O)C(=O)Nc1ccc(C)cc1 (stereo not given)	1	i	i	i	i	i	i	i	i	-2	-7
O=C(c1cc(-c2ccc(O)cc2)on1)N1CCOCC1	11	i	i	i	i	i	i	i	i	-3	0
COc1ccc2c(C)cc(SCC(=O)N(C)C3CCS(=O)(=O)C3)nc2c1 (stereo not given)	6	i	i	i	i	i	i	i	i	-21	1
CC(C)C(=O)NC(=S)Nc1ccccc1N1CCN(C(=O)c2ccc(Cl)cc2)CC1	14	i	i	i	i	i	i	i	i	-10	10
O=C(CCN1CCCCCC1)Nc1ccc(F)cc1	0	i	i	i	i	i	i	i	i	-8	11
CCOc1ccc(S(=O)(=O)N2CCC(C(=O)N3CCN(C)CC3)CC2)cc1Cl	4	i	i	i	i	i	i	i	i	-7	0
O=C(c1nc(-c2ccccc2)n(-c2ccccc2)n1)N1CCCCCC1	0	i	i	i	i	i	i	i	i	-9	-2
COc1ccc(N2CCN(C(c3cccs3)c3nnnn3C3CCCC3)CC2)cc1 (stereo not given)	-4	i	i	i	i	i	i	i	i	-9	.
CCC(C)NC(=O)c1cn(CC)c2ccc(S(=O)(=O)N3CCCCC3)cc2c1=O (stereo not given)	1	i	i	i	i	i	i	i	i	-11	-1
CCc1nc(OCCN(C)C)c2oc3ccccc3c2n1	3	i	i	i	i	i	i	i	i	-17	0
Cc1ccc(/C=C/C(=O)Nc2nc3ccccc3[nH]2)cc1	-19	i	i	i	i	i	i	i	i	-12	2
CCC(C)NC(=O)C1CCN(S(=O)(=O)c2cc([N+](=O)[O-])ccc2Cl)CC1 (stereo not given)	3	i	i	i	i	i	i	i	i	-8	1
O=C1COc2ccccc2N1Cc1c(F)cccc1Cl	1	i	i	i	i	i	i	i	i	-13	1
CC(C)Cc1nnc(NS(C)(=O)=O)s1	-1	i	i	i	i	i	i	i	i	-10	2

4 entries already listed, arranged by their value in HDAC3 inhib, ascending.
mol	HDAC3 inhib
O=C(CSc1nnc(C2CC2)n1Cc1ccccc1)NCc1ccccc1	-2
CCc1nc(OCCN(C)C)c2oc3ccccc3c2n1	0
Cc1ccc(/C=C/C(=O)Nc2nc3ccccc3[nH]2)cc1	2
O=C(CCN1CCCCCC1)Nc1ccc(F)cc1	11

Continuation.
SMILES	SKKanGAS inh	KCNK9 block	RGS4 inh	RGS4 act	KCNQ1 pot	TMEM16A inh	KCNK3 block	TMEM16A act	KCNQ1 inh	hERG protect	HDAC3 inhib
CSc1cccc(NC(=O)c2cc(S(=O)(=O)N3CCc4ccccc43)cn2C)c1	11	i	i	i	i	i	i	i	i	-14	.
O=S(=O)(NCC(c1ccco1)N1CCN(c2ccc(F)cc2)CC1)c1ccc(F)cc1 (stereo not given)	8	i	i	i	i	i	i	i	i	-9	-3
Cc1ccc2c(CN3CCC(C)CC3)cc(=O)oc2c1	-12	i	i	i	i	i	i	i	i	-11	2
O=[N+]([O-])c1ccc2nn(Cc3ccccc3)cc2c1	0	i	i	i	i	i	i	i	i	-5	-5
COc1ccc(/C=C2/NC(=O)N(Cc3ccccc3F)C2=O)cc1OC	1	i	i	i	i	i	i	i	i	-13	?
CCOC(=O)c1ccc(N2C(=O)CC(N3CCC(Nc4ccc(F)cc4)CC3)C2=O)cc1 (stereo not given)	-5	i	i	i	i	i	i	i	i	-10	-3
CCOc1ccccc1N(CC(=O)NC(C)(C)C)C(=O)c1ccc(CN2CCOCC2)o1	3	i	i	i	i	i	i	i	i	-7	-8
Cc1nn2c(N3CCN(C(=O)c4ccco4)CC3)cc(C(C)(C)C)nc2c1-c1ccccc1	62*	i	i	i	i	i	.	.	i	-6	1
S=C1NCCOCCOCCOCCOCCNC(=S)NCCOCCOCCOCCOCCN1	-3	i	i	i	i	i	i	i	i	-6	-7
C/C(CCc1ccco1)=N\NC(=O)CNc1cccc2ccccc12	4	i	i	i	i	i	i	i	i	-4	3
Cc1ccccc1-c1nnc(SCC(=O)NC2CCCC2)o1	-5	i	i	i	i	i	i	i	i	-2	-4
O=C(NCCO)c1cc2c([nH]c3ccccc32)c(-c2ccc(F)cc2)n1	21	i	i	i	i	i	i	i	i	-12	-15
Cc1cc(SCc2cccc([N+](=O)[O-])c2)nc(=O)[nH]1	2	i	i	i	i	i	i	i	i	-1	0
C=CCNC(=O)Cn1nc(-c2ccccc2)ccc1=O	8	i	i	i	i	i	i	i	i	-4	-7
CC(C)Cc1c(O)nc(SCCN2CCOCC2)[nH]c1=O	4	i	i	i	i	i	i	i	i	-9	6
O=C(CNc1ccc(F)cc1)N/N=C/C1CC=CCC1 (stereo not given)	-5	i	i	i	i	i	i	i	i	-5	0

Screening data (PubChem)
